# CAL PDZ FP-1 = inhibitors of human CAL PDZ peptide binding | purified CAL PDZ, TMR-peptide fluorescence polarization, 1 h | Q9HD26 | AID 602252 | 0.92% of 300,000 active | inhibition, % at 24.9 µM;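 active = mean inhibition of at least 30% with at least half of replicates also reaching 30%; inconclusive = no clear call, values can overlap the other calls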;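 note: 0% = DMSO neutral control and 100% = excess unlabeled competitor peptide PRC23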
# phage Ecoli inh = E. coli growth loss with phage present. growth absorbance. AID 651602. 0.26% of 360,000 active. inhibition, % at 11.9 µM; in the data active = inhibition above about 11%
# CAL PDZ FP-2 = blocks peptide binding to human CAL PDZ domain. purified CAL PDZ, TMR-peptide fluorescence polarization, 1 h. inhibition, % at 20 µM. AID 504414. Q9HD26. 0.02% of 330,000 active;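 active = highest replicate inhibition of at least 40%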;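 note: plate controls were DMSO neutral control wells for no effect and unlabeled competitor peptide control wells for full effect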
#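 System: purified tagged CAL PDZ domain construct (CerCALP). Schedule: 1 h incubation at room temperature before polarization reading. Medium: 25 mM sodium phosphate pH 7.4, 150 mM NaCl, TCEP, IgG, Thesit. Read-out: percent inhibition from loss of millipolarization. Measured by: FP readout, S and P plane fluorescence. Probe or stimulus: fluorescent TMR peptide probe.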
# Tat export inh = E. coli Tat transport inhibition | E. coli MC4100 TorA-mCherry Tat export, fluorescence | inhibition, % at 10 µM | 0.036% of 340,000 active | AID 488895;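 active = mean replicate inhibition at least 50% and at least half of replicates individually reaching 50%; inconclusive = only one of the two criteria met; inactive = neither criterion met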;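 note: exported cargo escapes ClpAP degradation while cytoplasmic cargo is degraded and loses fluorescence; 0% = median of neutral control wells and 100% = median of NaSCN control wells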
# SR-BI DiI inh = mouse SR-BI HDL lipid transfer inhibition; ldlA[mSR-BI] CHO cells, DiI-HDL uptake fluorescence, 3 h; 0.96% of 320,000 active; Q61009; AID 488896; inhibition, % at 12.5 µM;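 active = mean replicate inhibition of at least 70% and a set share of replicates each scoring 70 or more; inconclusive = meets just one of the two criteria; inactive = fails both criteria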;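 note: 0% = median of neutral control wells and 100% = median of positive control wells; values of inactives mirror those of a sister screen read the other way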
# Target sequence (Q61009 whole entry, looked up): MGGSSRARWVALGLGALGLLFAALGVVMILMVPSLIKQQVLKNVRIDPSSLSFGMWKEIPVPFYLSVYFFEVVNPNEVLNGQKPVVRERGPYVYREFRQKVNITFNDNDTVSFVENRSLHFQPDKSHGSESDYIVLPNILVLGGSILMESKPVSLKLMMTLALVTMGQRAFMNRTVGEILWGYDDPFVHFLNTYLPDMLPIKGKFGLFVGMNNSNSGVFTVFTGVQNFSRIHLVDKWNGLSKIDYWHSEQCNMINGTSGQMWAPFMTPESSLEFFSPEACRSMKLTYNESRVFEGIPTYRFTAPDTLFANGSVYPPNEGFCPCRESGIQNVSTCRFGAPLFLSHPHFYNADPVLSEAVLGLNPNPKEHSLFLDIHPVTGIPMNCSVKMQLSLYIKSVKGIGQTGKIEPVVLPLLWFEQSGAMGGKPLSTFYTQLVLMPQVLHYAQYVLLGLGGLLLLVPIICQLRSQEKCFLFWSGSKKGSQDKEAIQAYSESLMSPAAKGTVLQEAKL
# AddAB inh = less growth of phage-infected E. coli with AddAB; E. coli expressing H. pylori AddAB, absorbance growth; AID 435030; 0.29% of 330,000 active; inhibition, % at 11.9 µM; in the data active = inhibition above about 12%;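 note: 0% = vehicle wells of infected cells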
# Wnt act = activates Wnt/beta-catenin signaling in a reporter cell assay | 1.2% of 300,000 active | activator, plate reader | AID 743398 | activation, % at 9.35 µM; in the data active = activation above about 30%, passing the limit was not always enough; inconclusive = no clear call, values can overlap the other calls;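 note: 0% = neutral control wells and 100% = positive control wells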
# MITF act = increases MITF-driven TRPM1 promoter luciferase signal; SK-MEL-5 TRPM1-promoter luciferase, 24 h; % of positive control, neutral wells = 0; activation, % at 12.5 µM; 0.75% of 300,000 active; AID 588334;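 active = mean activation of at least 80% with every replicate also reaching 80%; inconclusive = mean reaches 80% but some replicate falls short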;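 note: 0% = neutral control wells and 100% = parthenolide positive control wells; values of inactives mirror those of a sister screen read the other way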
# E coli growth = bacterial growth inhibition, counter-screen for AddAB inhibitors. inhibition, % at 11.9 µM. E. coli V3065 growth, OD600 absorbance, 18 h. 0.27% of 330,000 active;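 active = inhibition above the campaign's mean inhibition across all tested compounds plus 3 SD, cut at about 9.9% in these data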;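 note: uninfected addAB+ strain grown without phage in ampicillin broth; 0% = DMSO wells and 100% = ciprofloxacin 0.95 µg/ml wells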
# SR-BI DiI-HDL act = enhances SR-BI lipid uptake from DiI-HDL | CHO ldlA[mSR-BI] cells, DiI-HDL uptake fluorescence, 3 h; 100 = double the neutral-control signal | 0.096% of 320,000 active | activation, % at 12.5 µM;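 active = mean replicate activation of at least 60% and every replicate at or above 60%; inconclusive = mean or all-replicate condition met, but not both; inactive = mean below 60% and not all replicates reaching 60%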;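 note: 0% = median plate neutral-control signal and 100% = twice that signal; values of inactives mirror those of a sister screen read the other way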
#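 System: LDL receptor-deficient CHO ldlA cells overexpressing murine SR-BI | Timing: 3 h uptake period with compound, 37 °C | Medium: HEPES-buffered (25 mM, pH 7.4) F12 plus 0.5% BSA | Dosing: Single-point compound dose | Signal: Bottom-read fluorescence, 550/595 nm | Read-out: Retained DiI signal reflecting DiI-HDL uptake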
# Numbers without * were called inactive; ? = inconclusive; · = no result given; & = joins results of further samples.
structure,E coli growth,AddAB inh,CAL PDZ FP-2,MITF act,Wnt act,SR-BI DiI-HDL act,CAL PDZ FP-1,Tat export inh,phage Ecoli inh,SR-BI DiI inh
O=C(O)c1cccc(N2C(=O)c3cccc(Oc4ccc(Cl)cc4)c3C2=O)c1,1.8,4.5,-2.4,5,1,6,-7,-2,2.1,-6
COc1ccc(-c2c(-c3ccc(OCC(=O)NN)cc3O)n[nH]c2C)cc1,4.3,5.3,-2.9,-1,3,·,-8,-7,2.8,·
CC(NCCC(c1ccccc1)c1ccccc1)c1ccccc1 (centres undefined),2.6,1.9,-1.7,-2,-1&-1,26,0,1,6.6,-10
CCN(CC(=O)Nc1ccccc1OC)C(=O)c1cccc(-n2cccc2)c1,1.8,3.3,-2.0,0,-6,-20,-2,0,3.0,20
CCN1CCN(CCOc2ccc(Cl)cc2)CC1,-0.6,2.7,-0.2,17,-4,6,0,-1,3.7,-6
C/C(=N/NS(=O)(=O)c1ccc(Br)cc1)c1ccc(C)o1,1.5,3.9,-2.6,23,-1,30,-1,0,3.5,-30
Cc1ccc(NC(=O)CN(C)S(=O)(=O)c2cccs2)cc1F,-1.6,2.7,-0.6,45,·,3,-1,-2,1.4,-3
Cc1ccc(NC(=O)COC(=O)c2cccc(C)c2[N+](=O)[O-])cc1S(=O)(=O)N1CCCCC1,0.7,1.5,-1.4,·,-4,-14,-3,-2,1.2,14
Cc1cc(-c2ccccc2)nc(SC(C(=O)O)c2ccccc2)n1 (centres undefined),-1.4,1.6,-0.6,8,0,30,·,7,1.2,-30
COc1ccccc1CC(NC(C)=O)C(=O)NC1CCN(S(=O)(=O)c2ccccc2)CC1 (centres undefined),·,·,-0.8,-7,2,-2,-4,-3,2.6,2
COc1ccc(CNc2nc3ccccc3n2C)c(O)c1,0.3,2.5,-2.9,93*,?,·,-2,3,4.6,·
O=C(Cc1cccs1)N1CCN(S(=O)(=O)c2ccc(Cl)c(C(F)(F)F)c2)CC1,0.7,0.1,-0.6,-2,-1,12,-4,3,-0.5,-12
Cc1ccc(-c2nnc(-c3ccccc3)o2)cc1,0.8,-0.9,-3.2,0,·,16,-4,0,1.8,-16
Cc1cc(C)c(NC(=O)CCCN2CCOCC2)c(C)c1,-1.9,0.3,-0.1,-2,·,7,-1,1,2.8,-7
Cc1cnc(C(=O)OCC(=O)N2c3ccccc3CC2C)cn1 (centres undefined),0.1,0.8,0.6,-4,-1,6,6,1,0.8,-6
O=[N+]([O-])c1ccc(-[n+]2nc(-c3ccccc3)nn2-c2ccccc2)cc1,0.3,2.5,-4.8,·,-1,16,-3,-2,1.8,-16
O=C(Nc1ccc2c(c1)C(N1CCOCC1)c1ccccc1-2)C(F)(F)F (centres undefined),·,·,-1.2,6,-4,-21,·,8,1.7,21
CC1(c2nnc(-c3ccccc3)o2)CC(c2c(Cl)cccc2Cl)=NO1 (centres undefined),-0.9,2.1,-0.7,-1,4,-2,-3,16,1.4,2
CCN(CC(=O)Nc1c(F)cccc1F)C(=O)C1CCN(c2ncnc3sc(C)c(C)c23)CC1,-1.0,-1.2,-3.5,7,-6,-32,-2,2,0.1,32
COc1ccccc1-c1nnc2sc(-c3cnccn3)nn12,-1.8,2.8,-0.8,-17,-4,3,-3,-1,1.7,-3
CC(C)CCNC(=O)C1CC(=O)N(CCc2ccccc2)C1 (centres undefined),-4.1,-0.5,-0.2,-3,-3,0,2,0,0.1,0
O=C(Oc1cc(Cl)cc(Cl)c1)c1cnc2n(c1=O)CCS2,-1.1,2.8,-0.9,-15,0,-2,-2,0,2.1,2
COc1ccccc1CNS(=O)(=O)c1ccc(N2CCCC2)cc1Br,3.0,1.5,0.6,2,-2,-4,-2,6,3.4,4
Cc1sc(NC(=O)CN2C(=O)NC3(CCCC3)C2=O)nc1-c1ccc(F)cc1,-1.4,3.3,-2.0,6,-5,-18,-4,7,1.1,18
O=C(c1cnc2n(c1=O)CCS2)N1CCN(C(c2ccccc2)c2ccc(Cl)cc2)CC1 (centres undefined),2.2,-3.0,-1.6,13,·,2,0,7,·,-2
CC(=O)Nc1c(C(=O)O)oc2ccc(Cl)cc12,-1.6,-1.0,-1.3,·,·,5,-6,-2,2.8,-5
CN1CCC(N(CCc2ccccc2)C(=O)CCC(=O)O)CC1,-0.3,-1.8,-1.0,23,2,20,9,0,5.2,-20
CC(=O)N1CCN(C(=O)c2cc(S(=O)(=O)N(C)Cc3ccccc3)ccc2Cl)CC1,·,·,-2.3,2,-2,2,-2,-5,4.1,-2
CC(C)NC(=O)Nc1ccc2c(c1)C(=O)N([C@H](C)CO)C[C@H](C)[C@@H](CN(C)C(=O)NC(C)C)O2,·,·,0.8,5,0,16,-2,-3,1.7,-16
O=[N+]([O-])c1ccc(N/N=C/c2ccc[nH]2)cc1,6.1,12*,-0.1,10,-12,-33,-19,1,5.9,33
Cc1ccc(C(=O)NCCCc2ccccc2)c(Cl)c1,-0.3,1.7,-0.6,101*,18,11,-3,9,-1.1,-11
COc1cc(OC)c2c(-c3cccc(-c4ccc(OC)c(OC)c4)c3)cc(=O)oc2c1,-2.1,-0.9,3.1,-60,-3,-60,-6,1,2.5,60
CCCCCC(=O)N(Cc1ccccc1)c1c(N)n(CCOC)c(=O)[nH]c1=O,1.3,-0.7,-1.8,7,1,-2,-4,0,2.5,2
Cc1ccc(S(=O)(=O)NCCC(=O)Nc2cc(S(=O)(=O)N(C)C)ccc2C)cc1C,1.0,1.7,-2.2,-11,2,·,-3,-4,3.4,·
CC1CN(C2CCN(C(=O)c3ccccc3Cl)CC2)CC(C)O1 (centres undefined),-0.9,0.2,0.0,-1,·,3,0,-5,1.2,-3
O=C(NCC(F)(F)F)c1nn(Cc2ccccc2)c(=O)c2ccccc12,-1.9,-0.6,-0.3,0,-2,-5,-5,6,0.9,5
COc1ccc(S(=O)(=O)N(C)CC(=O)NCc2ccco2)cc1Cl,-0.4,-1.1,-2.3,4,-1,-5,-3,-2,1.3,5
O=C(c1ccco1)N1CCN(S(=O)(=O)c2cc(Cl)ccc2Cl)CC1,-3.0,-2.2,-0.7,-5,0,0,1,11,4.6,0
CC(=O)Nc1nnc(SCC(=O)NC2CCCC2)s1,-1.4,2.2,-2.7,-1,-1,·,-2,-1,-0.6,·
O=C(CN1c2ccccc2Sc2ccccc21)N/N=C/c1ccccc1,1.5,3.9,0.0,-1,-1,-11,5,6,3.1,11

# 3 compounds out of the list above, arranged by the value under Wnt act, descending:
mol	AddAB inh	CAL PDZ FP-2	MITF act	Wnt act	SR-BI DiI-HDL act	CAL PDZ FP-1	Tat export inh	phage Ecoli inh	SR-BI DiI inh
CC1(c2nnc(-c3ccccc3)o2)CC(c2c(Cl)cccc2Cl)=NO1 (centres undefined)	2.1	-0.7	-1	4	-2	-3	16	1.4	2
CC(=O)Nc1nnc(SCC(=O)NC2CCCC2)s1	2.2	-2.7	-1	-1	·	-2	-1	-0.6	·
COc1ccccc1CNS(=O)(=O)c1ccc(N2CCCC2)cc1Br	1.5	0.6	2	-2	-4	-2	6	3.4	4

# New compounds follow
structure,E coli growth,AddAB inh,CAL PDZ FP-2,MITF act,Wnt act,SR-BI DiI-HDL act,CAL PDZ FP-1,Tat export inh,phage Ecoli inh,SR-BI DiI inh
Cc1ccc(-c2nc(CSCC(=O)N3CCOCC3)c(C)o2)cc1,-0.5,-1.6,-1.7,·,·,-4,-3,-5,-1.0,4
O=C(C1CCCO1)N1CCN(C(=S)Nc2ccccc2F)CC1 (centres undefined),-0.1,4.5,-0.1,-1,·,36,2,7,3.6,-36
CSCC[C@H](NC(=O)NCCc1ccc(F)cc1)C(=O)O,1.8,-0.3,-0.6,7,·,·,0,-4,1.6,-11
C#CCNC(=O)C1CCN(c2cc(C)nc(-c3ccccc3)n2)CC1,-1.2,-0.2,-2.4,3,0,-4,3,-6,1.1,4
CC(C)(C)NC(=O)COC(=O)c1ccc(NC(=O)CC#N)cc1,-1.6,1.6,0.4,-8,-1,-15,5,3,5.3,15
Clc1ccc(COn2ccnc2)cc1Cl,·,·,-2.9,-8,4,18,4,5,4.0,-18
COc1cccc(CN2CCNC(=O)C2CC(=O)NCc2cn3cccc(C)c3n2)c1OC (centres undefined),-1.8,-2.1,-0.6,11,-11,-4,4,-2,1.8,4
COc1ccc(/C=N/NC(=O)c2ccccc2F)cc1CN1CCN(c2ccc(F)cc2)CC1,-1.8,1.6,-3.9,0,-2,-41,1,-1,-2.5,41
NNC(=O)c1ccc(OCC2CC(c3ccc(Cl)cc3)=NO2)cc1 (centres undefined),-1.8,0.9,-1.8,·,13,-20,·,-4,0.5,20
O=C(C1CC1)N1CCN=C1SCc1ccc(F)cc1,0.4,2.6,-0.4,13,-1,·,1,2,-3.7,·
COc1ccc(S(=O)(=O)N2CCC(c3cc(-c4cccc5ccccc45)n[nH]3)CC2)cc1,0.4,1.6,-0.8,8,-4,-3,-3,7,0.9,3
COc1ccc(N(CC(=O)N2CCN(Cc3ccccc3)CC2)S(C)(=O)=O)cc1OC,-1.3,2.2,-0.3,7,-1,-1,-2,4,4.0,1
O=C(NCCCN1CCOCC1)c1ccc2c(c1)N(Cc1ccccc1)C(=O)c1ccccc1S2,0.3,3.2,-3.3,-16,-1,21,-5,0,1.9,-21
COc1cc2c3c(c1)c(C1=NC(=S)NC1=O)c(O)n3C(C)(C)C=C2C,-0.9,-0.8,0.0,·,·,28,0,-4,-2.2,-28
C#CCNC(=O)C1=C[C@@H](c2ccc(C#C)cc2)C[C@@H](OCc2ccc(CO)cc2)O1,0.0,2.9,0.2,7,6,-14,-1,3,-2.3,14
Nc1nc2ncc(-c3ccsc3)c(N)n2n1,-0.6,1.5,-0.2,-4,8,12,-2,-10,3.2,-12
CCOC(=O)c1ccn(-c2nc(-c3ccco3)cc(C(F)(F)F)n2)n1,-0.3,-2.1,-0.3,14,0,-9,·,-6,2.9,9

# Of the compounds above, 2 contain bromine:
structure,E coli growth,AddAB inh,CAL PDZ FP-2,MITF act,Wnt act,SR-BI DiI-HDL act,CAL PDZ FP-1,Tat export inh,phage Ecoli inh,SR-BI DiI inh
C/C(=N/NS(=O)(=O)c1ccc(Br)cc1)c1ccc(C)o1,1.5,3.9,-2.6,23,-1,30,-1,0,3.5,-30
COc1ccccc1CNS(=O)(=O)c1ccc(N2CCCC2)cc1Br,3.0,1.5,0.6,2,-2,-4,-2,6,3.4,4

# Looked up above:
# Reading of `O=C(NCCCN1CCOCC1)c1ccc2c(c1)N(Cc1ccccc1)C(=O)c1ccccc1S2` in E coli growth: 0.3
# Reading of `C#CCNC(=O)C1CCN(c2cc(C)nc(-c3ccccc3)n2)CC1` in phage Ecoli inh: 1.1

# Screening data deposited in PubChem by several laboratories.
